Bioassay records as filed in PubChem BioAssay.
MBD2 DNA inh: inhibitors of MBD2 binding to methylated DNA, primary screen, biochemical, TR-FRET, DNA-binding domain, human. Methyl-CpG-binding domain protein 2 (Homo sapiens), Q9UBB5. MBD2 binding to methylated oligonucleotide. inhibition, % at 4.4 µM. hit rate 0.31% among 370,000. AID 686964, 2013; in the data active = inhibition above about 13%
Target sequence (Q9UBB5 whole entry, looked up, the tested form may be a part): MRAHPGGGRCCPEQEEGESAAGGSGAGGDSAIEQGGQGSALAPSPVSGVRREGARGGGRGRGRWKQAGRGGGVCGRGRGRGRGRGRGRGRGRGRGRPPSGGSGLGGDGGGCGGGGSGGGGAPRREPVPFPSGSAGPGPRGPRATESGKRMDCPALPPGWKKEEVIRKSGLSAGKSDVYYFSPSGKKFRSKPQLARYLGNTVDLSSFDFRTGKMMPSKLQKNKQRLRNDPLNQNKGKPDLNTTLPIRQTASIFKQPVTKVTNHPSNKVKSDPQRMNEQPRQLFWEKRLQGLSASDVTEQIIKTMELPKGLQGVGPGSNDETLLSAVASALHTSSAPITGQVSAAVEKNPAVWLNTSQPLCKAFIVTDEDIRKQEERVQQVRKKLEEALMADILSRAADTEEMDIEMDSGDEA
NR1D1 modulator: modulators of Rev-erb alpha DNA binding, primary screen, biochemical, FITC-DNA, fluorescence polarization, uHTS | hit rate 0.79% among 370,000 | activity, % at 10 µM | AID 1259318, 2017 | Nuclear receptor subfamily 1 group D member 1 (Homo sapiens), P20393 | Rev-erbα–FITC-DNA binding, 90 min;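 active = activity above about 14%, limit read from the data; passing the limit was not always enough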;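 also: 0% = DMSO wells with 35 nM protein and 100% = DMSO wells with 750 nM protein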
UHRF1 binding: UHRF1 methylated DNA binding inhibitors, primary screen, counter-screen for MBD2 inhibitor project, biochemical, TR-FRET, human UHRF1, single concentration; AID 687016, 2013; E3 ubiquitin-protein ligase UHRF1 (Homo sapiens), Q96T88; inhibition, % at 4.4 µM; UHRF1 binding to methylated oligo; hit rate 0.75% among 370,000; in the data active = inhibition above about 21%;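 also: UHRF1 SRA domain binding a hemimethylated CpG hairpin DNA probe; 0% = median of test compound wells and 100% = reference inhibitor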
PRMT1 FP inh: PRMT1 methyltransferase inhibitors, primary screen, biochemical, fluorescence polarization; Protein arginine N-methyltransferase 1 (Homo sapiens), Q99873; recombinant PRMT1, activity-based probe fluorescence polarization; inhibition, % at 2.79 µM; hit rate 1.3% among 370,000; AID 652257, 2013;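 active = inhibition above about 21% made by adding two undisclosed values, limit read from the data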
ABHD4 inh: ABHD4 inhibitors, primary screen, biochemical, fluorescence polarization, mouse; (Lyso)-N-acylphosphatidylethanolamine lipase (Mus musculus), Q8VD66; purified mABHD4, FP-Rh probe fluorescence polarization; inhibition, % at 8.92 µM; hit rate 0.54% among 370,000;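 active = inhibition exceeding the mean over every tested compound plus 3 SD, cut at about 30% in these data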;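 also: 0% = plate median of compound wells and 100% = S159A mutant with DMSO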
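System: mouse ABHD4 enzyme, wild type / Medium: HEPES pH 7.0, NaCl, Pluronic buffer / Reagent: FP-Rh activity-based fluorescent probe / Control set: S159A mutant high control, sample median low control / Detection: fluorescence polarization with parallel and perpendicular emission, 525/598 nm / Schedule: 45 min + 60 min at 25 °C / Compound dosing: 8.92 µM, single dose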
LEDGF integ inh: blockers of LEDGF/p75-dependent integrase strand transfer – biochemical, TR-FRET, high throughput, primary screen; HIV-1 integrase (with human LEDGF/p75); TR-FRET IN-LEDGF/p75 DNA integration, Eu/Cy5; inhibition, % at 3.7 µM; hit rate 0.64% among 370,000;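 active = inhibition above the screen-wide mean plus 3 SD, cut at about 13% in these data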;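 also: signal is the Cy5 over europium emission ratio at 671 and 618 nm; 0% = plate median of compound wells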
HTRA1 inh: HTRA1 serine protease inhibitors, primary screen, biochemical, fluorescence polarization, HTS; Q92743; recombinant HTRA1, FP-rhodamine activity-based probe; inhibition, % at 5.96 µM; hit rate 0.5% among 340,000; AID 504803, 2011; in the data active = inhibition above about 36%;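 also: 0% = enzyme with DMSO and 100% = wells lacking enzyme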
Target sequence (Q92743 whole entry, looked up): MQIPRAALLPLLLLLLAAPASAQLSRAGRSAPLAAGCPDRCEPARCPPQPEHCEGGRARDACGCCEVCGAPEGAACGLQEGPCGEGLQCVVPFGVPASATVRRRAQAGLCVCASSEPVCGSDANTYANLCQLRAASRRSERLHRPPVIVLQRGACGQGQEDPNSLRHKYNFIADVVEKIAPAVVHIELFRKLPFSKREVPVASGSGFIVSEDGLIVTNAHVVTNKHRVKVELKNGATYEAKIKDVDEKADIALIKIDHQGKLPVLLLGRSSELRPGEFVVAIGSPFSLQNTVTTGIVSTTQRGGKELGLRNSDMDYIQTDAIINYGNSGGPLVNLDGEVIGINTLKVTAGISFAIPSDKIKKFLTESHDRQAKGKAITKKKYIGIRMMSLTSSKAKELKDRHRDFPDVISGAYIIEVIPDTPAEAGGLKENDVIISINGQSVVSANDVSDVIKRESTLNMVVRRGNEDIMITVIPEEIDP
rCAG RNA binder: binders of r(CAG) RNA repeats, primary screen, biochemical, fluorescence; hit rate 1.3% among 370,000; r(CAG) RNA repeat, TO-PRO-1 dye displacement fluorescence; inhibition, % at 3 µM;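 active = inhibition above the plate cutoff, the mean of all test compounds on that plate plus 3 SD, cut at about 35% in these data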;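 also: 0% = DMSO alone and 100% = 100 µM mitoxantrone as full dye displacement; higher means more dye released from RNA so lower well fluorescence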
PG9 binder: binders of HIV-1 gp120 antibody PG9, primary screen, biochemical, TR-FRET | inhibition, % at 6.7 µM | hit rate 0.43% among 360,000 | HIV-1 gp120 / PG9 antibody interaction | TR-FRET gp120-PG9 antibody binding; in the data active = inhibition above about 8.5%
TCR CD3 inh: inhibitors of human TCR-CD3 interaction, primary screen, biochemical, fluorescence, TAMRA-labeled TCR probe. hit rate 0.37% among 360,000. AID 651800, 2012. inhibition, % at 9.4 µM. T-cell receptor (TCR); in the data active = inhibition above about 19%;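 also: recombinant mutant TCR 2C K166C tagged with TAMRA read by polarization; 0% = receptor in buffer alone and 100% = receptor with positive control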
An asterisk follows results filed as active; / = not tested or not shown. Only part of the results is shown; count on the stated rates, not on these rows.

SMILES	MBD2 DNA inh	NR1D1 modulator	UHRF1 binding	PRMT1 FP inh	ABHD4 inh	LEDGF integ inh	HTRA1 inh	rCAG RNA binder	PG9 binder	TCR CD3 inh
CCN(CCCNC(=O)C1CCCN(S(=O)(=O)CC)C1)c1cccc(C)c1 (stereo unspecified)	-1.4	0.3	-3.6	1.7	-4.2	0.5	6.8	-2.3	-1.4	-2.0
O=C(C[C@@H]1C/C=C\C[C@@H](NC(=O)OCC2c3ccccc3-c3ccccc32)C(=O)OCCNC1=O)N[C@@H](CO)Cc1ccccc1	4.7	8.3	0.8	4.0	0.4	-1.6	0.9	6.3	0.7	3.1
COc1ccc(OC)c(N=Cc2c(O)[nH]c3ccccc23)c1	-2.7	2.7	-2.7	-1.2	11.8	-2.4	-1.3	0.9	-4.5	-2.1
CCCSC1=N/C(=C\c2ccsc2)C(=O)S1	5.8	0.9	6.5	-2.8	3.9	3.4	-7.6	4.1	-0.7	10.4
O=C(/C=C\c1ccc2c(c1)OCO2)Nc1c2c(nn1-c1ccc(Cl)cc1)CSC2	-4.1	2.6	-0.1	5.0	0.0	5.5	-37.3	11.9	-2.7	-2.6
COc1ccccc1N1CCN(C(=O)C(OC(C)=O)c2ccccc2)CC1 (stereo unspecified)	-9.2	-1.2	-0.4	-2.4	6.5	-4.8	4.9	-9.5	-0.1	5.4
Cc1onc(-c2ccccc2Cl)c1C(=O)Nc1cccc(-c2nc3ncccn3c2C)c1	1.6	-4.4	1.3	-2.6	-3.6	0.2	-11.2	-0.4	-0.8	6.1
CCOC(=O)/C(C#N)=C/Nc1ccccc1NS(=O)(=O)c1cccc(C(C)=O)c1	4.2	-3.5	0.4	1.7	2.4	-8.1	2.2	24.3	-0.5	-4.9
CCCC(=O)Nc1cc(C)c(NC(=O)c2cccs2)cn1	0.2	-3.5	0.3	-2.8	3.2	-4.1	4.0	0.1	-1.1	-2.8
C#CCOCCOCCOCCNc1nc(N2CCOCC2)nc(N2CCN(C(=O)[C@H](Cc3ccc(O)cc3)n3cc([C@@H](N)C(C)CC)nn3)CC2)n1 (stereo partly specified)	-2.1	-6.9	-2.6	0.3	6.5	1.6	-0.9	-5.9	-0.4	19.6*
O=C1c2cccc3cccc(c23)C(=O)N1Cc1ccco1	-2.5	2.1	0.7	-2.5	-0.5	3.0	5.6	-2.2	-2.4	4.1
O=C(CN1C(=O)c2ccccc2S1(=O)=O)NCc1cccs1	5.2	-0.5	2.4	3.6	0.7	-1.4	2.8	-2.9	4.3	-2.1
Cc1cccn2c(=O)c3cc(C(=O)NCCN4CCOCC4)n(C)c3nc12	-3.2	0.5	-0.9	-1.7	-1.2	2.3	5.0	0.4	-1.2	8.2
O=C(O)c1cccc2c1C(=O)c1cc([N+](=O)[O-])ccc1-2	-8.0	2.4	-5.7	-3.3	4.5	8.6	-0.4	2.8	0.5	2.9
CCOC(=O)Cn1c(=NC(=O)C2CC2)sc2c(C)cc(C)cc21	2.1	17.9*	-0.3	1.0	2.1	-1.4	-7.3	2.3	21.4*	1.4
CC1=NN(C(C#N)c2ccccc2C)C(C)(C)C1 (stereo unspecified)	-0.3	7.9	1.1	0.8	0.7	-0.9	-3.4	2.1	-1.4	-1.8
COC(=O)c1[nH]c2ccc(Cl)cc2c1NC(=O)CN1CCC(C(N)=O)CC1	2.1	4.2	3.9	-2.1	5.3	-0.4	/	2.5	0.6	-1.7
O=S1(=O)N=C(Oc2ccccc2)c2ccccc21	1.3	5.3	0.5	2.2	1.3	-5.1	0.8	2.5	1.7	1.5
O=C(COC(=O)/C=C/c1nc2ccccc2s1)Nc1cccc2ccccc12	1.8	1.2	0.9	-2.1	1.1	3.9	3.6	1.4	-1.0	-3.9
O=C(COc1ccc(Br)cc1CO)Nc1ccccc1F	3.8	-1.0	3.9	3.2	-9.7	-0.6	-3.2	-1.9	2.2	1.9

Shown as a hit in TCR CD3 inh, among the entries above:
| SMILES | MBD2 DNA inh | NR1D1 modulator | PRMT1 FP inh | ABHD4 inh | LEDGF integ inh | HTRA1 inh | PG9 binder | TCR CD3 inh |
| --- | --- | --- | --- | --- | --- | --- | --- | --- |
| C#CCOCCOCCOCCNc1nc(N2CCOCC2)nc(N2CCN(C(=O)[C@H](Cc3ccc(O)cc3)n3cc([C@@H](N)C(C)CC)nn3)CC2)n1 (stereo partly specified) | -2.1 | -6.9 | 0.3 | 6.5 | 1.6 | -0.9 | -0.4 | 19.6* |

Continued.
SMILES	MBD2 DNA inh	NR1D1 modulator	UHRF1 binding	PRMT1 FP inh	ABHD4 inh	LEDGF integ inh	HTRA1 inh	rCAG RNA binder	PG9 binder	TCR CD3 inh
COC(=O)C1=C(C)N(Cc2ccc(C(F)(F)F)cc2)C(=NCc2ccccc2)NC1c1cccc(C(F)(F)F)c1 (stereo unspecified)	1.1	0.9	4.2	0.5	23.0	3.6	/	2.9	0.8	0.4
O=C(Nc1cccnc1)c1scc2c1OCCO2	-1.5	-2.0	0.4	2.8	-3.1	1.3	0.9	3.5	-1.0	0.8
O=c1[nH]c2ccccc2c(=O)n1Cc1ccccc1	-7.2	-1.2	1.9	-0.2	-0.6	0.4	5.2	1.9	0.3	0.4
Cc1c(C(=O)NC2CCCCC2)oc2ccccc12	2.9	1.9	-0.5	-0.1	-2.1	-0.7	8.5	-5.4	2.0	6.8
C=CCn1c(CNC(=O)c2ccccc2C)nnc1SCC(=O)NC1CCCC1	0.2	2.1	-0.6	0.6	1.4	-4.4	0.9	-5.4	0.8	3.7
COC(=O)Nc1nnc(-c2ccc(OC)cc2)s1	-0.7	-1.2	-1.3	-3.3	-0.2	0.4	4.2	1.7	-3.1	-1.5
Fc1ccc(N2CCN(c3nnnn3-c3ccccc3)CC2)cc1	6.6	-4.5	5.8	8.5	-5.0	-3.1	-1.8	-1.5	0.6	-11.0
CCOC(=O)[C@]12CCCC=C1N(Cc1ccccc1)C(=O)[C@H](CC(=O)NCc1ccc(C)o1)C2	-0.4	-3.3	1.3	13.3	2.8	-3.1	/	3.6	1.6	-5.8
C(=N\n1cnnc1)/c1ccc(N2CCOCC2)cc1	2.6	-8.5	-0.1	-3.2	3.6	1.9	0.1	2.7	-4.0	-8.0
CCOC(=O)c1nc2cc3n(c(C)c-2c1C)C(C)C(C)=C3C (stereo unspecified)	1.8	0.1	23.0*	2.5	5.2	2.6	5.5	5.3	0.8	2.5
CC(=O)Nc1ccc(/C=C/c2ccc3cccc([N+](=O)[O-])c3n2)cc1	-1.5	7.1	-2.5	4.6	-9.0	1.4	-15.7	20.4	-1.8	-1.1
Cc1ccccc1Cc1n[nH]c(=S)n1N	-1.8	0.9	-1.6	-2.8	10.8	-1.1	6.2	-2.2	-1.6	-1.1
O=C(C1=C[C@H](c2coc3ccccc3c2=O)C[C@H](OCCCCO)O1)N1CCN(Cc2ccccc2)CC1	1.0	3.0	3.6	-1.0	0.1	2.1	-3.7	-4.9	-0.8	-1.5
Cc1cccc(OCC(=O)NNC(=O)c2cc(S(=O)(=O)N(C)C)ccc2N2CCCC2)c1	-2.5	-3.1	-2.5	-3.7	0.3	1.9	-3.9	2.0	-0.3	8.5
CCCCN(C(=O)CSc1nnc(Nc2ccccc2)s1)c1c(N)n(CCC)c(=O)[nH]c1=O	-2.9	-0.1	-3.1	-2.0	4.3	6.0	-3.5	-4.7	-2.2	0.7
Cc1cc(OCC(=O)NC(Cc2c[nH]c3ccc(O)cc23)C(=O)O)c2c(C)c(C)c(=O)oc2c1 (stereo unspecified)	-0.4	-0.5	1.5	11.2	1.5	1.1	15.8	11.2	-4.9	-8.4
Cc1nc2n[nH]c(N)c2nc1C	-0.1	8.1	-0.3	-3.6	-0.1	-2.1	13.6	0.0	-0.5	-3.1
Cc1ccc(Cl)cc1Nc1nc(N2CCOCC2)nc(N2CCOCC2)n1	-6.1	-2.0	-0.1	0.4	10.2	1.9	4.2	-0.1	-0.6	1.6
COc1ccc(OCCC(=O)OCC(=O)NCc2ccc(F)cc2)cc1	6.0	6.9	0.2	1.0	2.7	-2.0	4.1	-4.0	2.9	3.6
COc1cc(N=Cc2c(CO)cnc(C)c2O)cc(OC)c1OC	-1.7	1.4	-2.2	-0.4	2.9	-5.1	-2.0	-0.6	-1.2	-4.8
NC(=O)c1ccc(SCC(=O)OCC(=O)NCC2CCCCC2)c([N+](=O)[O-])c1	-3.3	1.4	0.4	20.1	8.2	-6.4	-2.5	-5.7	0.4	0.8
O=C(NCc1ccccc1)C(c1cc2ccccc2o1)n1c(=O)c(-c2cc3ccccc3[nH]2)nc2ccccc21 (stereo unspecified)	3.4	5.8	-2.1	-1.2	-3.1	-1.4	/	17.3	0.2	-4.5
COc1ccccc1N1CCN(C(=O)c2c(-c3ccccc3)noc2C)CC1	-1.5	1.5	3.8	2.3	-9.6	1.2	-1.4	0.4	2.1	-7.0
Cc1ccc(C)c(-n2c(-c3ccco3)n[nH]c2=S)c1	0.6	-1.8	3.7	5.6	-5.2	-3.7	0.2	0.9	-0.5	-0.7
Cc1cc(C)c2oc(-c3ccc(C)c(NC(=S)NC(=O)/C=C/c4ccco4)c3)nc2c1	0.7	2.5	-0.3	1.0	-5.9	-1.1	-60.2	21.4	-0.2	-1.4
COc1cc(Cl)c(C)cc1NC(=O)c1cccc(OC)c1OC	3.1	4.7	0.3	0.4	-7.1	-1.3	-31.5	-0.3	-1.5	-0.2
COc1ccccc1/C=C/C(=O)OCC(=O)NNC(=O)c1ccccc1	7.0	-5.7	6.0	0.0	7.0	0.2	2.9	-2.9	0.8	1.1
CCC1CCCCN1C(=O)c1sc2nc(C)nc(N(CC)CC)c2c1C (stereo unspecified)	1.3	2.8	4.9	-2.5	9.2	-1.3	-2.3	-9.4	-0.9	4.0
COc1ccc(Cc2noc(CN3CCN(C4CCc5ccccc5C4)CC3)n2)cc1OC (stereo unspecified)	-3.4	2.1	0.8	-0.9	-3.4	4.1	/	-11.3	-0.4	8.2
COc1cc(/C=C/C(=O)O)cc(S(=O)(=O)Nc2cc(C(F)(F)F)ccc2N2CCOCC2)c1OC	0.8	-2.0	2.7	9.7	3.9	-2.0	3.0	41.0*	0.9	5.7
CN(C)CCCNC(=O)C[C@H]1C[C@H](C(=O)N2CCOCC2)[C@@]2(CCC3CCCC3)c3[nH]c4cc(-c5ccco5)ccc4c3CCN2C1=O	-0.8	4.9	1.7	3.1	16.0	1.0	22.4	6.8	1.9	-7.4
